Screening data (PubChem BioAssay)
hIAP inh – blocks human intestinal alkaline phosphatase | P09923 | purified IAP, CDP-Star luminescence, 30 min | inhibition, % at 10 µM | actives 0.12% (n = 330,000) | AID 2544;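 active = inhibition reaching a set limit with compound at 10 µM in the primary screen, cut at about 35% in these data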;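 note: plate controls were DMSO wells with enzyme for no effect and no-enzyme buffer wells for full effect; values of inactives mirror those of a sister screen read the other way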
Target sequence (P09923 whole entry, looked up): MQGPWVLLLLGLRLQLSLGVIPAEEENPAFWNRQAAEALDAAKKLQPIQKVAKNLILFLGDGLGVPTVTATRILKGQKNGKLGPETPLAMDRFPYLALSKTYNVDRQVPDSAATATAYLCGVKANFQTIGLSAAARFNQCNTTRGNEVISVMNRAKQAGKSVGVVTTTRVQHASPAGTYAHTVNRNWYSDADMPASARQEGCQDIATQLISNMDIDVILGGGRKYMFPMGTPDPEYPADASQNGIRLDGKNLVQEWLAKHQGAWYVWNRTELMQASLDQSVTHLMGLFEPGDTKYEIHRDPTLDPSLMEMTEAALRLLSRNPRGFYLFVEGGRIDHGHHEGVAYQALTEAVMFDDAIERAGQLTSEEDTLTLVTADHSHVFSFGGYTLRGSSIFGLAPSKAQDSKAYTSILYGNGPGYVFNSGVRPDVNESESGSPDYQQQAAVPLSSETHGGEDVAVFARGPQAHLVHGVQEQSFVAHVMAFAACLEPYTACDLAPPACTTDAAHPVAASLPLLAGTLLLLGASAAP
mIAP block – blocks mouse intestinal alkaline phosphatase; purified mouse IAP, CDP-Star luminescence, 30 min; inhibition, % at 10 µM; actives 0.2% (n = 330,000); AID 2806;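 active = inhibition of at least 40% at 10 µM in the primary screen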;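 note: plate controls were DMSO with enzyme for no effect and no enzyme wells for full effect; values of inactives mirror those of a sister screen read the other way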
mIAP act – increases mouse intestinal alkaline phosphatase activity; muIAP, CDP-Star luminescence, 30 min; active compounds read high; 1 = vehicle-only enzyme signal, 0 = enzyme-free wells; activation factor at 10 µM; actives 0.24% (n = 330,000);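 active = activation factor of at least 2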; note: the source names both 10 and 20 µM as test concentration; values of inactives mirror those of a sister screen read the other way
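Assay system: mouse IAP enzyme / Compound: DMSO-dissolved test compounds / Timing: 30 min, room temperature / Measured by: luminescence from enzymatic CDP-Star hydrolysis / Control set: DMSO-only wells, enzyme-free buffer wells as negative control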
NALP3 yeast inh – blocks the NALP3 inflammasome reconstituted in yeast; inhibition, % at 10 µM; actives 0.39% (n = 330,000); Yeast reconstituted NLRP3/ASC/caspase-1, beta-gal luminescence, 24 h;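 active = inhibition of 50% or more; inactive = inhibition below 50%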;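 note: plate controls were induced DMSO wells for no effect and uninduced yeast grown without galactose for full effect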
tim10-1 inh – tim10-1 yeast growth inhibition. S. cerevisiae tim10-1 ts strain growth, BacTiter-Glo, 24 h. inhibition, % at 20 µM. actives 2.2% (n = 330,000);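 active = inhibition of at least 40%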;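 note: mutant grown at 25 °C; 0% = DMSO wells with yeast and 100% = wells holding no yeast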
ATG4B inhibitor – inhibitors of human ATG4B cysteine protease; Q9Y4P1; ATG4B cleavage of LC3-PLA2, NBD-HPC fluorescence, 1 h; inhibition, % at 8.33 µM; actives 0.51% (n = 340,000); AID 504462; in the data active = inhibition above about 40%
Target sequence (Q9Y4P1 whole entry, looked up): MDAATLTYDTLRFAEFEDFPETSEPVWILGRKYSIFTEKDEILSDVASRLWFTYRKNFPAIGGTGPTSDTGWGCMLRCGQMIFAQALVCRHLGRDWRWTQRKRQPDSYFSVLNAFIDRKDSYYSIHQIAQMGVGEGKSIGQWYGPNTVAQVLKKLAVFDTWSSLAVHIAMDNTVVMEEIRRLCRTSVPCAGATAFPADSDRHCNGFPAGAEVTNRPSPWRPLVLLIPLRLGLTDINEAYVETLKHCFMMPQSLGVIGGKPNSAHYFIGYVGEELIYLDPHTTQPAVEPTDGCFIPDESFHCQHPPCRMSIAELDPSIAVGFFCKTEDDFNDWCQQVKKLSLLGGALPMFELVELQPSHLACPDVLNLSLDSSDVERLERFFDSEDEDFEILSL
hIAP activ – human IAP activation; actives 0.16% (n = 330,000); purified human IAP, CDP-Star luminescence, 30 min; active compounds read high; 1 = vehicle-only enzyme, 0 = enzyme-free background; P09923; activation factor at 10 µM;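 active = activation factor of the enzyme at least 2-fold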; note: the source names both 10 and 20 µM as test concentration; values of inactives mirror those of a sister screen read the other way
Apaf-1 inh – inhibitors of human Apaf-1 apoptosome | reconstituted apoptosome caspase-3 activity, DEVD-Rh110 fluorescence | actives 0.71% (n = 330,000) | AID 489030 | inhibition, % at 20 µM | O14727; active = inhibition of at least 40% at 20 µM;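 note: plate controls were DMSO wells for no effect and DEVD-CHO caspase inhibitor wells for full effect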
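Material: reconstituted apoptosome with Apaf-1, cytochrome c, caspase-9, procaspase-3, dATP / Buffer or medium: pH 7.5 Hepes buffer with CHAPS, BSA, DTT / Also added: cytochrome c with DEVD-Rh110 / Schedule: compound with Apaf-1, dATP, procaspase-3 30 min, then 50 min reaction, room temperature / Technique: rhodamine 110 fluorescence at Ex 480/Em 540 nm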
TIM10 inh – growth inhibitors of TIM10 yeast strain | S. cerevisiae TIM10 strain growth, BacTiter-Glo luminescence, 24 h | inhibition, % at 10 µM | actives 1.4% (n = 330,000) | AID 463195;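 active = inhibition of 40% or more at the single tested concentration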;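 note: wild-type TIM10 isogenic control strain grown at permissive 25 °C; 0% = DMSO yeast wells and 100% = minimal medium wells without yeast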
* = called active by the depositor.

Structure	hIAP inh	tim10-1 inh	Apaf-1 inh	TIM10 inh	NALP3 yeast inh	ATG4B inhibitor	hIAP activ	mIAP act	mIAP block
CCOC(=O)C1=C(C)N(c2ccc(C)cc2)C(=O)/C1=C\c1ccc(O)c(OC)c1	6	23	-22	31	-10	-2	0.94	0.87	13
CCOC(=O)CNC(=S)SC	7	2	-17	10	4	-10	0.93	1.1	-14
COc1ccc(C2c3c(oc4ccccc4c3=O)C(=O)N2CCCN2CCOCC2)cc1 (stereo not given)	-18	22	18	-3	8	-7	1.2	1	-5
Cc1cc(C)cc(N2CC34C=CC(O3)C(C(=O)OCC(=O)NCc3ccco3)C4C2=O)c1 (stereo not given)	4	15	12	8	18	-7	0.96	1	-3
CCN(CC)C(=S)SCC(=O)Nc1nc(-c2ccccc2)c(-c2ccccc2)o1	-29	41*	10	19	-54	1	1.3	0.99	1
CC(=O)Oc1ccc(C(C)=O)c2c1OCCO2	-3	19	-17	11	17	-3	1	0.98	2
Cc1ccc2c(c1)C(=C(C#N)C#N)C(=O)N2CCN1CCCCC1	2	-12	-3	-16	3	3	0.98	0.95	5
O=C(c1cccnc1)N1C2C=CC(C2)C1(C(F)(F)F)C(F)(F)F (stereo not given)	-5	6	2	-4	24	5	1.1	1	-5
Cc1ccc(C(=O)Nc2nnc(COc3ccccc3)s2)cc1	2	-8	2	-12	8	6	0.98	1	-1
Cc1cc(=O)n2nc(N3CCC(C(=O)NCCc4ccc(Cl)cc4)CC3)sc2n1	-17	3	3	-5	10	-2	1.2	0.94	6
CCC(=O)Nc1sc2c(c1C#N)CC(C)(C)NC2(C)C	-10	4	2	3	2	-8	1.1	1	-1
COc1cc(NC(=O)COc2ccccc2[N+](=O)[O-])ccc1NC(=O)c1ccco1	-15	12	11	11	0	-2	1.2	0.97	3
Cc1ccccc1CC1SC(N)=NC1=O (stereo not given)	11	6	3	0	12	0	0.89	1	-4
COC(=O)c1sccc1S(=O)(=O)NC(C)c1cnn(-c2ccc(OC)cc2)c1C (stereo not given)	4	20	16	2	6	21	0.96	0.97	3
S=C(NCCc1ccccn1)NC1CCCCC1	-1	7	3	0	16	-4	1	0.99	0
O=C(O)c1cccc(Nc2nc3ccccc3nc2NS(=O)(=O)c2cccs2)c1	-10	-1	10	8	-2	2	1.1	0.96	4
Cc1c(=O)n(OCc2ccc(Cl)cc2)c2ccccc2[n+]1[O-]	-9	15	0	2	26	-11	1.1	1.1	-6
COc1ccccc1N1CCN(C(CNC(=O)C2CCCCC2)c2cccnc2)CC1 (stereo not given)	-14	-9	3	-1	1	-14	1.1	0.99	1
COC(=O)c1ccccc1NC(=O)COC(=O)CSCC(=O)N1CCOCC1	2	24	4	-16	10	-3	0.97	1	-2
NC(=O)c1ccc(N2CCOCC2)nc1	-29	6	5	17	10	1	1.3	0.99	1
Cc1ccc(NC(=O)CC(O)(C(F)(F)F)C(F)(F)F)cc1	-20	-29	10	-56	13	-4	1.2	1.1	-7
Cc1ccc(-c2cc(C#N)c(=O)n(Cc3c(Cl)cccc3Cl)c2)cc1	-5	14	32	-16	6	-4	1.1	0.95	4
Cc1ccc(NC(=O)C2CC(=O)NC(Nc3cccc(C)c3)=N2)cc1 (stereo not given)	-34	1	-18	3	-2	-3	1.3	0.98	2
CC(=O)Nc1ccc(C)c([N+](=O)[O-])c1	1	-2	-3	7	29	-6	0.99	0.99	1
NS(=O)(=O)c1ccc(CCNC(=O)CSc2nc3ccsc3c(=O)n2CC2CCC(C(=O)O)CC2)cc1 (stereo not given)	-8	-7	0	1	14	1	1.1	0.99	1

Arranged by the number under mIAP block (low to high): three from the list above
mol | hIAP inh | NALP3 yeast inh | ATG4B inhibitor | hIAP activ | mIAP act | mIAP block
Cc1c(=O)n(OCc2ccc(Cl)cc2)c2ccccc2[n+]1[O-] | -9 | 26 | -11 | 1.1 | 1.1 | -6
COc1ccc(C2c3c(oc4ccccc4c3=O)C(=O)N2CCCN2CCOCC2)cc1 (stereo not given) | -18 | 8 | -7 | 1.2 | 1 | -5
Cc1cc(=O)n2nc(N3CCC(C(=O)NCCc4ccc(Cl)cc4)CC3)sc2n1 | -17 | 10 | -2 | 1.2 | 0.94 | 6

Following part.
Structure	hIAP inh	tim10-1 inh	Apaf-1 inh	TIM10 inh	NALP3 yeast inh	ATG4B inhibitor	hIAP activ	mIAP act	mIAP block
O=C(CCn1cnc2ccccc21)N=Nc1c(O)[nH]c2ccccc12	-38	13	-17	-1	1	-6	1.4	0.92	8
COc1ccc(C2c3[nH]c4ccccc4c3C[C@H]3C(=O)N(CC(C)C)CC(=O)N23)c(OC)c1 (stereo not given in full)	9	18	23	10	7	-3	0.91	1	-3
CC(C)Cc1nnc(NC(=O)c2cc(-c3ccccc3)nc3ccccc23)s1	0	19	25	26	2	6	1	0.86	14
O=S1(=O)CC(N2CCCCC2)C(N2CCCCC2)C1 (stereo not given)	-12	10	-9	-16	-13	-14	1.1	0.99	1
O=C(N/N=C/c1ccncc1)/C(=C/c1ccccc1)NC(=O)c1ccccc1	-18	20	-21	13	14	-2	1.2	1	0
COc1cccc(CN(C)C(=O)c2[nH]c(C)c(C(C)=O)c2C)c1OC	-8	3	6	-21	18	1	1.1	0.94	6
Cc1ccc(C(=O)C(C)OC(=O)Cn2[nH]c(=O)c3ccccc3c2=O)cc1C (stereo not given)	-3	9	20	-7	2	-4	1	1	-3
CCS(=O)(=O)CCSC(=N)N	6	-13	-6	-9	30	-1	0.94	0.99	0
Cc1cc(OCC(=O)NCCO)cc(C)c1Cl	5	-1	5	6	-2	-6	0.95	1	-2
O=C(NCCc1ccccc1)C(=S)N1CCCCC1	15	12	-3	7	7	-11	0.85	0.98	2
CC1CCc2sc(C(=O)NC3CCCCC3)cc2C1 (stereo not given)	1	8	2	-2	23	-4	0.99	1.2	-22
CCCC(c1nnnn1C(C)(C)CC)N(CCCO)Cc1cc2cc(C)cc(C)c2[nH]c1=O (stereo not given)	9	11	9	10	-12	-7	0.91	0.92	8
CCCN1Cc2cccc(C(=O)NCc3ccc(C)cc3)c2C1=O	3	33	17	-5	21	-2	0.97	0.94	6
O=C(CCc1nnc(CCC2CCCCC2)o1)NCCc1cccnc1	-26	21	-1	13	27	-8	1.3	0.98	2
CCC/C=N/NC(=O)c1cccc(Br)c1	2	2	-4	5	8	-3	0.98	1.1	-6
CCOC(=O)c1sc(NC(=S)NC(=O)C23CC4CC(CC(C4)C2)C3)cc1C	-7	17	3	-4	5	-9	1.1	0.73	27
Cc1noc(/C=C/N(C)C)c1S(=O)(=O)N1CCCC(C(=O)Nc2ccccc2F)C1 (stereo not given)	-22	-6	10	16	2	3	1.2	1	-1
Cc1n[nH]c(=O)c2c(NC(=O)CSc3nc4ccccc4c(=O)n3C(C)C)oc(C)c12	-18	17	14	-4	13	17	1.2	0.97	2
O=C(CC1SC(N2CCCC2)=NC1=O)Nc1ccc(C(=O)NCCc2ccc(F)cc2)cc1 (stereo not given)	5	-8	-5	1	8	-7	0.95	1	-1
CCC(=O)Nc1ccc(C(=O)CSc2nnc(-c3ccc(NS(=O)(=O)CC)cc3)o2)cc1OC	-4	5	9	5	8	8	1	1.2	-22
Cn1c(=O)c2cc(S(=O)(=O)NC(Cc3ccccc3)C(=O)NCc3ccco3)ccc2n(C)c1=O (stereo not given)	3	2	1	-4	9	0	0.97	1	-2
Cc1ccc(CNC(=O)c2ccc(N3CCC4(CC3)CC(c3cccc(Br)c3)=NO4)c(NC(=O)c3c(Cl)cccc3Cl)c2)cc1	9	-2	16	-7	9	-9	0.91	1.1	-10
Cc1ccc(S(=O)(=O)N2CCCCC2C)cc1[N+](=O)[O-] (stereo not given)	-10	7	2	-4	10	-1	1.1	0.98	2
CC(=O)NC(Cc1cccc(F)c1)C(=O)NC1CCN(C(=O)Nc2ccc(C)cc2)CC1 (stereo not given)	4	-18	-3	-7	20	3	0.96	1	-2
COc1cccc(C2CC(c3ccccc3Cl)n3nnnc3N2)c1 (stereo not given)	1	5	12	3	2	-10	0.99	0.99	1

Further structures:
Structure	hIAP inh	tim10-1 inh	Apaf-1 inh	TIM10 inh	NALP3 yeast inh	ATG4B inhibitor	hIAP activ	mIAP act	mIAP block
Cc1ccc(/C=N/NC(=O)c2ccco2)s1	-5	-20	-4	18	25	0	1	0.99	0
CCN(CC)c1ccc(-n2c(O)c(C=C3N=c4ccccc4=N3)sc2=S)cc1	14	-7	-7	-13	-1	-4	0.86	0.81	20
COc1ccc(OC)c(CCNC(=O)c2ccc3c(c2)N(Cc2ccc(F)cc2)CCS3)c1	-22	17	15	7	18	-6	1.2	1.2	-24
Cc1csc(=N)n1-c1ccc(Cl)cc1	16	48*	8	19	13	11	0.84	0.99	1
Fc1ccc(N2CCN(Cc3cnc(N4CCOCC4)s3)CC2)cc1	0	-40	-8	-15	12	2	1	0.91	10
O=C(NCc1nc2ccccc2[nH]1)c1cc2ccccc2oc1=O	-9	41*	-6	24	15	6	1.1	1	-2
COc1ccc(CNS(=O)(=O)c2ccc3c(c2)CC(C)N3C(=O)C2CC2)cc1 (stereo not given)	-16	19	-9	-3	10	-6	1.2	0.98	2
Cc1nc(-c2noc(-c3ccc(Cl)cc3)n2)c(C(F)(F)F)o1	1	20	11	4	3	-5	0.99	1	-1
COc1ccccc1NC(=O)C(C)OC(=O)/C(=C/c1ccccc1)NC(C)=O (stereo not given)	-3	-6	-5	-4	17	2	1	0.94	6
CC(=O)Nc1ccc(NC(=O)CSC2=NS(=O)(=O)c3ccccc3N2)cc1	3	-6	-4	1	8	-10	0.97	0.97	3
O=C(C1CCCCC1)N1CCN(c2ccccc2F)CC1	17	12	0	10	12	0	0.83	0.99	1
O=C(CCc1nnc(COc2ccccc2)o1)NCCc1cccs1	11	14	2	3	9	12	0.89	0.89	11
CN1CCN(C(=O)c2cc3ccccc3oc2=O)CC1	-12	8	-9	-4	16	-5	1.1	0.97	3
CCOc1ccc2nc(NC(=O)Nc3cccs3)sc2c1	14	2	5	-36	30	-9	0.86	1	0
COc1ccccc1CC(NC(C)=O)C(=O)NC1CCN(C(=O)Nc2ccccc2Cl)CC1 (stereo not given)	11	12	-1	12	1	-8	0.89	1	-2
Cc1cc(NC(=O)CSc2cc(C)c3ccccc3n2)no1	-1	-8	-9	-13	28	-6	1	0.94	6
O=C(NCc1ccc(Cl)cc1)C1CCC(=O)N(C2CCCCCC2)C1 (stereo not given)	-8	5	-3	-2	-1	2	1.1	1	0
CC(=O)NCCCc1nc2ccccc2n1Cc1c(F)cccc1Cl	-5	-5	-23	-10	-7	31	1	0.94	6
CCOC(=O)c1c(NC(=O)c2nn(CC)cc2Br)sc2c1CCCCC2	10	14	17	4	9	-4	0.9	0.97	3
OCC1(Cc2cccc(C(F)(F)F)c2)CCN(Cc2cc3ccccc3o2)CC1	4	-32	27	-33	26	3	0.96	0.94	6
Cc1ccc(OCc2ccc([N+](=O)[O-])cc2)c([N+](=O)[O-])n1	-1	-5	-1	6	34	-4	1	0.89	11
CN1CCCN(C(=O)CC2(CC(=O)O)CCCC2)CC1	-2	-2	-8	7	20	6	1	1	-1
